Plk1 PBD FP – Plk1 (human) PBD binding inhibition. actives 0.13% (n = 97,000). P53350. AID 693. inhibition, %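 (tested at about 20 µM)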. Plk1 PBD phosphopeptide binding, fluorescence polarization; in the data active means inhibition above about 34%, passing the limit was not always enough
EphB4 ephrin blk – EphB4-ephrin-B2 interaction antagonism. P54760. EphB4 LBD / TNYL-RAW-Alexa532 peptide, fluorescence polarization. inhibition, % at 7 µM. actives 0.15% (n = 97,000). AID 720;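 active means inhibition above the screen-wide mean inhibition plus 3 SD, cut at about 15% in these data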;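 further: 0% = DMSO wells and 100% = excess unlabeled TNYL-RAW peptide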
CYP2C9 inh – blocks human cytochrome P450 2C9; P11712; CYP2C9 Supersomes, luciferin-H conversion, luminescence; inhibition, % at 5 µM; actives 20% (n = 96,000); AID 777;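 active means blocking of liver enzyme CYP2C9 beyond about 50% at 5 µM, limit read from the data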; further: values of inactives mirror those of a sister screen read the other way
PLK1 kinase inh – inhibitors of human PLK1 kinase; AID 619; recombinant PLK1 kinase, TR-FRET peptide phosphorylation; inhibition, % at 10 µM; P53350; actives 0.53% (n = 97,000);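 active means inhibition of 50% or more in the single-concentration screen; inactive means inhibition below 50%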;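 further: 0% = DMSO max control and 100% = H-89 dihydrochloride min control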
Candida biofilm – kills Candida albicans biofilms; C. albicans biofilm + clotrimazole, Alamar Blue; actives 0.14% (n = 85,000); inhibition, % at 6 µM;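 active means inhibition above 20%; inactive means inhibition below 20%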;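 further: preformed 24 hr biofilms exposed to compound for 48 hr; 0% = biofilm without compound and 100% = blank killed by clotrimazole plus chlorhexidine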
HIV Rev-RRE inh – inhibitors of HIV-1 Rev-RRE RNA interaction | P05866 | Rev peptide-RRE RNA binding, FRET | inhibition, % at 8 µM | actives 0.79% (n = 97,000) | AID 704;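 active means inhibition above the screen-wide mean plus 3 SD, cut at about 35% in these data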;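 further: 0% = median DMSO wells and 100% = median Neomycin B control wells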
Target sequence (P05866 whole entry, looked up): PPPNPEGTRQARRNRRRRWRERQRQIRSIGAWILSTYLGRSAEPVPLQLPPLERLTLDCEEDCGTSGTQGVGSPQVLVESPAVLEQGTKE
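Test system: Cy5-tagged RRE RNA duplex with fluorescein-tagged Rev peptide | Read-out: % inhibition of FRET ratio versus controls | Probe or stimulus: Labelled Rev peptide | Incubation: 5 min RNA-compound premix plus 15 min binding step, 25 °C | Technique: FRET fluorescence readout | Benchmarks: DMSO low control, neomycin B high control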
CYP2C9 activ – CYP2C9 (human) activation. recombinant CYP2C9, luciferin-H conversion, luminescence; active compounds read high; factor 1 = untreated enzyme, 0 = blocked. activation factor at 5 µM. actives 1.4% (n = 96,000);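 active means activation factor of 2 or more for CYP2C9 at a 5 µM dose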;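 further: 0 = sulfaphenazole-blocked wells and 1 = vehicle-only wells; values of inactives mirror those of a sister screen read the other way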
PTPN22 act – activators of human LYP (PTPN22) phosphatase; Q9Y2R2; recombinant LYP, DiFMUP fluorescence; 0 = plate median, 100 = signal doubled; activation, % at 2 µM; AID 697; actives 0.11% (n = 96,000);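 active means activation at 2 µM above a set limit, the mean plus 5 SD, cut at about 37% in these data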
Target sequence (Q9Y2R2 whole entry, looked up): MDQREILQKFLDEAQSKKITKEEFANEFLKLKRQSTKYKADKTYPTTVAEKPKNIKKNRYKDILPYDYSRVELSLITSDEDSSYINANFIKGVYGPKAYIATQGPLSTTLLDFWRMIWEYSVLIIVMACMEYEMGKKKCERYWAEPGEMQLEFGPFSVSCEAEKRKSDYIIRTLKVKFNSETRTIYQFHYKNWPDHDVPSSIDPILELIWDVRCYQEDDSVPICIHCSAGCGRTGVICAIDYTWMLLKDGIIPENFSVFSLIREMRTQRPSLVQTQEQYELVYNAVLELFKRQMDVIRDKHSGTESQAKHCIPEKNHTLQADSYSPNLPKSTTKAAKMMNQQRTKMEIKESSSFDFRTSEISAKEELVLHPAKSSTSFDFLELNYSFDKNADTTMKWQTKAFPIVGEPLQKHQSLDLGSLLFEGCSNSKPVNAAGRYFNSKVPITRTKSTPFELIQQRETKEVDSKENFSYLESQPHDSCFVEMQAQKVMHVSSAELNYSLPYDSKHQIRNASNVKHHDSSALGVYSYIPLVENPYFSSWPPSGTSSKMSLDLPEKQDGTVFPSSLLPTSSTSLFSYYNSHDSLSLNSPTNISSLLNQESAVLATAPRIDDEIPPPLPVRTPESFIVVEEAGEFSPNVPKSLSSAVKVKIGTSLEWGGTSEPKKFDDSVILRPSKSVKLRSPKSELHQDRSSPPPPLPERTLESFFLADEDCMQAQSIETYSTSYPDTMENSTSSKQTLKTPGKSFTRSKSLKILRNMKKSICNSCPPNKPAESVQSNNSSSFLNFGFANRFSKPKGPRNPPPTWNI
LYP inh 2 – inhibitors of human LYP (PTPN22) phosphatase | Q9Y2R2 | recombinant LYP catalytic domain, DiFMUP fluorescence | inhibition, % at 2 µM | actives 0.21% (n = 96,000) | AID 640;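 active means inhibition at 2 µM at or above a set limit, the screen mean plus 3 SD, cut at about 24% in these data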;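 further: 0% = DMSO with enzyme and 100% = enzyme fully blocked by orthovanadate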
The depositor's hits bear a star; . = not tested or not shown.

Every second line gives: EphB4 ephrin blk, LYP inh 2, Candida biofilm, HIV Rev-RRE inh, PLK1 kinase inh, Plk1 PBD FP, CYP2C9 activ, PTPN22 act, CYP2C9 inh
> CCN(c1ccccc1)S(=O)(=O)c1ccc(OCc2c(C)noc2C)cc1
  -1, -2, 12, 8, -16, 8, 0.1, 3, 86*
> Cc1[nH]nc2c1C1(CCC(c3ccccc3)CC1)C(C#N)=C(N)O2 (stereo not drawn)
  4, -5, 0, 11, 60*, -35, 0.7, 4, 31
> O=C(COc1cccc(OC(F)F)c1)Nc1ccc(SC(F)F)cc1
  -8, -4, ., 8, 2, 14, 1.1, 2, -5
> CC(C)CCNC(=O)CN(C(=O)CCC(=O)Nc1ccccn1)c1ccc2c(c1)OCCO2
  -3, 2, 8, 10, -5, -1, ., -2, .
> COCCNC(=O)C1CC(=O)N(C2CCCC2)C1 (stereo not drawn)
  3, -6, 3, 0, -18, 0, 1, 4, 0
> COc1ccc(S(=O)(=O)N(CC(=O)O)c2ccc(C)cc2)cc1
  -3, -3, ., 5, -9, 0, 0.9, 1, 12
> Cn1c(NC(=O)c2ccccc2)cc(=O)n(C)c1=O
  2, -4, 9, 4, -11, 26, 0.9, 3, 14
> CC1(C)CC(C#N)(N2CCOCC2)CCO1 (stereo not drawn)
  3, -11, 1, 5, -12, -14, 1.1, 12, -12
> CN(C)c1nc(N)nc(CSc2nc3cc(Cl)ccc3o2)n1
  -5, -7, 11, 6, -16, -31, 1.6, 4, -56
> CCN1CCCC1CNC1=NCCCCC1 (stereo not drawn)
  8, 4, 6, 5, -1, -16, 1, -5, -4
> CCc1ccc(N=c2c([N+](=O)[O-])nn(-c3ccccc3)n2O)cc1
  -3, 1, 4, 7, -15, -4, 0.7, -2, 29
> O=C(NCCCN1CCCC1=O)c1ccccc1NS(=O)(=O)c1ccc(Br)cc1
  -2, 9, 6, 5, -9, -1, 0.2, -12, 80*
> CC(C)c1ccc(N2C(=O)CSC23C(=O)N2CCCc4cccc3c42)cc1 (stereo not drawn)
  -1, 0, 3, 12, -2, -7, 1, 2, 3
> O=C(Nc1ccccc1)c1ccc(CSc2ccccn2)cc1
  5, -7, ., 1, -5, 14, 0.8, 12, 16
> Cc1nc2ccc(NC(=O)c3ccc(S(=O)(=O)N4CCOCC4)cc3)cc2s1
  -6, -11, 7, 1, -4, 0, 1, 14, 4

3 compounds from above, arranged by the number in Plk1 PBD FP, rising:
compound	EphB4 ephrin blk	LYP inh 2	HIV Rev-RRE inh	PLK1 kinase inh	Plk1 PBD FP	CYP2C9 activ	PTPN22 act	CYP2C9 inh
O=C(NCCCN1CCCC1=O)c1ccccc1NS(=O)(=O)c1ccc(Br)cc1	-2	9	5	-9	-1	0.2	-12	80*
CCN(c1ccccc1)S(=O)(=O)c1ccc(OCc2c(C)noc2C)cc1	-1	-2	8	-16	8	0.1	3	86*
Cn1c(NC(=O)c2ccccc2)cc(=O)n(C)c1=O	2	-4	4	-11	26	0.9	3	14

Reprinted at random: 2 records from the list.
Every second line gives: EphB4 ephrin blk, LYP inh 2, Candida biofilm, HIV Rev-RRE inh, PLK1 kinase inh, Plk1 PBD FP, CYP2C9 activ, PTPN22 act, CYP2C9 inh
> Cc1[nH]nc2c1C1(CCC(c3ccccc3)CC1)C(C#N)=C(N)O2 (stereo not drawn)
  4, -5, 0, 11, 60*, -35, 0.7, 4, 31
> O=C(COc1cccc(OC(F)F)c1)Nc1ccc(SC(F)F)cc1
  -8, -4, ., 8, 2, 14, 1.1, 2, -5

Further records:
Every second line gives: EphB4 ephrin blk, LYP inh 2, Candida biofilm, HIV Rev-RRE inh, PLK1 kinase inh, Plk1 PBD FP, CYP2C9 activ, PTPN22 act, CYP2C9 inh
> COc1ccc(-n2c(=O)cc(N3CCN(c4ccccc4)CC3)[nH]c2=O)cc1
  -6, -3, 4, -5, -8, -23, 0.9, 3, 5
> Cc1cc2cc(C(c3nnnn3Cc3ccco3)N3CCc4ccccc4C3)c(=O)[nH]c2cc1C (stereo not drawn)
  2, 11, 8, 36, -16, 9, 0.9, -13, 8
> CN1c2ccsc2C(O)=C(C(=O)Nc2ccccc2)S1(=O)=O
  -5, ., ., 2, -6, 12, 0.3, ., 73*
> O=C1CN(CC(=O)Nc2ccc(Cl)cc2)CCN1
  5, 8, 4, 3, -1, 7, 0.7, -7, 33
> CN(CC(=O)N1CCCC1)S(=O)(=O)c1ccc(Cl)cc1
  -3, 5, 5, 3, -42, 12, 1.1, -4, -9
> CC1=C(C(N)=O)C(c2ccco2)C(C(N)=O)=C(C)N1
  -8, 7, 4, 10, -8, 1, 1, -7, 1
> COc1ccc(-c2noc(CN(C(=O)c3ccc(OC(C)=O)cc3)C(C)C)n2)cc1OC
  0, 8, 3, 2, -13, -6, 0.5, -6, 47
> CCOC(=O)c1ccc(Oc2nc(NC)nc(SC)n2)cc1
  -7, -2, 2, 3, -3, 1, 0.8, 1, 21
> O=C(NCC(F)(F)F)N1CCOCC1
  -8, 4, 13, 1, -13, 0, 1.2, -5, -19
> Nc1nnc(SC2CC(=O)N(c3ccccc3)C2=O)s1 (stereo not drawn)
  -1, 1, 2, 0, -1, 8, 1.4, 1, -36
> Cc1ccc(-n2nnnc2SCC(=O)N2CCCCC2)cc1
  5, 5, -1, 5, 3, -12, 0.8, -6, 24
> COC(=O)C1C(c2ccc(OC)c(OC)c2)NC(c2ccc(OC)c(OC)c2)C(C(=O)OC)S1(=O)=O (stereo not drawn)
  0, 3, 3, -6, -2, -6, ., -3, .
> CCc1nnc(NC(=O)CSc2nc3c(cc2C#N)CCCC3)s1
  -4, -14, 13, 8, -23, -4, 1, 10, -2
> CCS(=O)(=O)c1ccc(O)c(NC(=O)COc2ccccc2)c1
  -6, 1, ., -1, -12, 6, 0.8, 3, 16
> Cc1nn2c(NCCCN3CCOCC3)c3c(nc2c1-c1ccccc1)CCC3
  0, -6, 0, 3, -4, -1, 0.6, 3, 43
> O=C(NC(=S)NNC(=O)c1cccs1)c1ccc(Br)o1
  8, 7, ., 5, -15, -11, 0.5, -9, 46
> CCOc1ccccc1N(CC(=O)NC1CCCC1)C(=O)CCCC(=O)Nc1ccccn1
  -1, 9, 7, 5, -2, 2, 0.7, -7, 28
> CC(C)(C)c1ccc(C(=O)/C=C2\NC(=O)CS2)cc1
  -14, -2, 5, 2, -6, 19, 0.9, 1, 6
> Cc1ccccc1-c1nc(CS(=O)(=O)CC(=O)NCc2ccccc2)c(C)o1
  2, -1, 6, 13, 4, -15, 0.9, 0, 8
> Cn1cc(S(=O)(=O)N2CCN(Cc3ccccc3)CC2)c(=O)n(C)c1=O
  -3, -11, 10, 4, -7, 15, 1.1, 11, -8
> O=C(Nc1ccccc1)c1cccc(N2CCCC2=O)c1
  -1, -1, -1, 0, 3, -6, 0.8, 5, 19
> O=C(CCSc1nnc(-c2ccncc2)o1)Nc1ccccc1Cl
  -1, 4, 8, -7, 5, -20, 0.4, -3, 61*
> Cc1ccc(C2CC(c3ccccc3Cl)n3nc(N)nc3N2)cc1 (stereo not drawn)
  -1, -1, 2, 5, 2, 5, 0.9, 1, 6
> O=C(COC(=O)c1cccc(S(=O)(=O)N2CCOCC2)c1)Nc1ccc2c(c1)OCO2
  -7, 5, 4, 10, -4, -2, 0.4, -5, 61*
> O=C(c1ccc(Br)o1)N1CCN(c2ccccn2)CC1
  -6, 2, 5, -1, -8, 6, 0.2, -3, 77*
> CCS(=O)(=O)N1Cc2ccccc2CC1C(=O)OCC(=O)Nc1ccc(C)cc1 (stereo not drawn)
  -8, 1, ., 6, -3, -45, 0.5, 0, 46
> COc1ccc(-c2n[nH]c(=S)n2C2CCCCC2)cc1
  2, -5, ., -1, -3, -11, 0.7, 4, 31
> COc1ccc(N2C(=O)CC(Nc3ccc(N4CCOCC4)cc3)C2=O)c(OC)c1 (stereo not drawn)
  5, 3, 4, 4, -9, -1, 0.9, -3, 12
> Cc1cc(C)n(-c2nc3ccccc3nc2NCCc2ccccc2)n1
  -6, -5, 11, 15, -13, -2, 0.9, 2, 15
> O=C1C(C=Nc2ccccc2)=C(O)c2ccccc21
  1, -6, 5, 0, -5, -23, 0.7, 8, 32
> COc1cc(/C=N/NC(=O)c2cccnc2)ccc1OC(=O)c1ccc2c(c1)OCO2
  -3, 4, ., 3, -6, -9, 1, 2, -2
> O=C(NCC(c1cccnc1)N1CCN(c2ccc(F)cc2)CC1)c1cccc(Cl)c1 (stereo not drawn)
  -7, -2, 10, 2, -6, -9, 0.5, 3, 52*
> O=C(CN(Cc1ccccc1)C(=O)c1ccc2c(c1)OCCO2)NCc1ccc2c(c1)OCO2
  1, 10, 1, 6, 0, 11, 0.5, -11, 50*
> CC(C)C(C(=O)Nc1ccc(S(=O)(=O)N2CCOCC2)cc1)N1C(=O)c2ccccc2C1=O (stereo not drawn)
  -6, -6, 3, 7, -32, 2, 0.9, 3, 5
> O=S(=O)(c1ccc2nc(Cc3cccc(C(F)(F)F)c3)[nH]c2c1)N1CCOCC1
  -2, 1, 8, 10, 1, -11, 0.1, -5, 86*
> Cc1oc(-c2ccccc2)nc1CS(=O)CC(=O)N1CCc2ccccc2C1 (stereo not drawn)
  -2, ., 8, 7, 66*, 33, 0.3, ., 68*
> O=c1c2c(nc3c(-c4ccccc4)c[nH]n13)CCCC2
  4, 3, 0, 4, -2, -11, 0.6, -4, 37
> Cc1ccccc1N(CC(=O)NCCc1ccccc1)C(=O)c1ccc(N2CCCC2)nc1
  -13, -1, 6, -2, -3, -36, 0.1, 4, 95*
> COC(=O)c1ccc(NC(=O)C(=O)N2CCCC2)cc1
  0, -4, 8, 3, -59, 18, 0.8, 6, 21
> Cn1c(=O)c2c(nc(Br)n2CCSc2nc3ccccc3o2)n(C)c1=O
  -3, -14, 3, 1, 2, 17, ., 12, .
> COc1ccccc1-n1cnnc1SCC(=O)Nc1cc(C(C)(C)C)nn1-c1ccccc1
  4, -2, 0, 12, -3, 5, 0.7, -1, 30
> COc1ccc(OC)c(CNC(=O)C2CCCN(c3nc4ccccc4o3)C2)c1 (stereo not drawn)
  -10, -17, ., 8, -7, -9, 0.6, 14, 45
> Cn1cccc1/C=N/n1c(-c2ccccc2)n[nH]c1=S
  -6, -8, ., -6, -1, 21, 0.6, 12, 37
> O=C(CSc1cn(CCNC(=O)c2ccccc2)c2ccccc12)NCc1ccco1
  1, ., 22*, 2, 67*, -4, 0, ., 97*
> Cc1cc(C)nc(SCC(=O)NCc2ccco2)n1
  0, 4, 5, 8, -12, -2, 1.1, -3, -12
> CCOc1cc(/C=N\NC(=O)c2ccc(NC(=O)C(C)(C)C)cc2)ccc1OC(=O)c1cccc(C)c1
  3, 13, ., 6, -5, -11, 0.6, -11, 41

One compound at a time, from the list above. Screens in order: EphB4 ephrin blk | LYP inh 2 | Candida biofilm | HIV Rev-RRE inh | PLK1 kinase inh | Plk1 PBD FP | CYP2C9 activ | PTPN22 act | CYP2C9 inh
O=C(c1ccc(Br)o1)N1CCN(c2ccccn2)CC1 is entered as -6 | 2 | 5 | -1 | -8 | 6 | 0.2 | -3 | 77*
Cc1oc(-c2ccccc2)nc1CS(=O)CC(=O)N1CCc2ccccc2C1 (stereo not drawn) is entered as -2 | . | 8 | 7 | 66* | 33 | 0.3 | . | 68*
